Screening results from PubChem BioAssay.
S2 tox = reduces viability in counter-screen for ATXN expression inhibitors; S2 cells (HEK-293 line with an ATXN2-luciferase reporter) viability, CellTiter-Fluor protease fluorescence, 24 h; Potency, µM (top dose mostly 56.7 µM), hits mostly cytotoxic; 0.49% of 400,000 active; note: nearly all actives have a fitted effect of over 40% in size
Nrf2 activator = activates Nrf2 signaling. Potency, µM (doses to about 46.1 µM), for the others: at the highest dose activation, most hits filed as activators. AID 624171. 0.31% of 410,000 active. AREc32 ARE-luciferase reporter (MCF7-derived line), luminescence, 24 h; note: % of control where 0% means no effect; nearly all actives have a fitted effect of over 65% in size
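Steps: seed AREc32_Fluc cells (1000/well, 5% FBS OPTI-MEM); incubate overnight at 37 deg C; add 23 nL compound; incubate 24 hr; add Steady-Glo; hold 30 min RT; read luminescence.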
HepG2 tox = counter-screen for TGF-b inhibitors: cytotoxicity in HepG2 cells | HepG2 CAGA-GFP viability, ATP luminescence, 18 h | Potency, µM (doses to about 46.1 µM), without a hit: at the top dose activity change, negative = cytotoxicity, hits mostly cytotoxic | 0.76% of 410,000 active; note: some results filed as inactive show a strong effect at the top dose
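CellTiter-Glo luminescence gave cytotoxicity after 18 hours at 37 degrees C. The cells were HepG2 CAGA-GFP in 1% FBS DMEM, stimulated with 500 pg/mL TGF-beta after compound addition. %Activity was normalised to no-cell wells (complete cell-killing) and DMSO (no toxicity), and curves were fitted and classified.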
MCF10A rerep = DNA re-replication induction in MCF 10a cells; MCF 10A DNA re-replication, Hoechst nuclear intensity, 48 h; Potency, µM (doses to about 46.1 µM), inactives show top-dose activity, positive = re-replication, hits mostly activators; 2.9% of 350,000 active; AID 624296; note: % of control where 0% means no effect; nearly all actives have a fitted effect of over 50% in size
TGFb inhibitor = inhibitors of TGF-b signaling; Potency, µM (series often up to 46.1 µM), without a hit: at the top dose activity, negative = inhibition, actives largely listed as inhibitors; HepG2 CAGA-GFP TGF-b/SMAD3 reporter, GFP fluorescence, 18 h; TGF-beta stimulated, 500 pg/mL final; 1.2% of 410,000 active; note: % is set by controls: 0 for no effect and ±100 for the full control effect; nearly all actives have a fitted effect of over 65% in size
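Inhibition was scored as loss of TGF-beta-induced (500 pg/mL final, 18 hours, 37 degrees C) GFP in HEPG2 cells carrying a CAGA-GFP reporter, in DMEM with 1% FBS. Well GFP was summed per cell; Activity was normalised to unstimulated and stimulated DMSO wells, then concentration-response fitting.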
A549 tox = counter-screen for Nrf2 inhibitors: cytotoxicity in A549 cells; 0.16% of 390,000 active; Potency, µM (series often up to 46 µM), without a hit: at the top dose activity change, negative = cytotoxicity, usual class: inhibitors; A549 ARE-Fluc cells, CellTiter-Fluor viability, 18-24 h; AID 504648; note: % is set by controls: 0 for no effect and ±100 for the full control effect
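Cytotoxicity counterscreen: CellTiter-Fluor fluorescence was measured in A549 ARE_Fluc cells after 18-24 h of compound exposure in a concentration series. The subsequent BugLite luminescent read reports ARE-luciferase activity.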
Nrf2 inh = Nrf2 pathway inhibition. AID 504444. Potency, µM (doses to about 46 µM), for inactives: top-dose activity change, negative = inhibition, hits mostly inhibitors. 2.1% of 360,000 active. A549 ARE-Fluc reporter, luciferase luminescence, 18-24 h; note: % is set by controls: 0 for no effect and ±100 for the full control effect; nearly all actives have a fitted effect of over 60% in size
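In this cell-based qHTS, ARE-driven firefly luciferase in A549 cells reports Nrf2 activity; the luminescent signal after BugLite lysis is the measured value, with a prior CellTiter-Fluor read for cell health.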
ATXN2 expr inh = ATXN2 expression inhibition; HEK-293 ATXN2-luciferase reporter, luminescence, 24 h; Potency, µM (series often up to 57 µM), inactives show at the highest dose activity change, negative = inhibition, most hits filed as inhibitors; 0.72% of 360,000 active; note: % is set by controls: 0 for no effect and ±100 for the full control effect; nearly all actives have a fitted effect of over 55% in size
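ATXN2-luciferase reporter cells (luciferase flanked by upstream and downstream ATXN2 gene portions) were treated 24 h at 37 °C with compounds at up to 57 uM. SteadyGlo luminescence gave expression; GF-AFC fluorescence gave viability.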
EPAC2 antagonist = antagonists of human EPAC2. EPAC2 GEF exchange of Rap1B-BODIPY-GDP, fluorescence. AID 720708. Potency, µM (highest dose often 114 µM), inactives show top-dose activity, negative = inhibition, actives largely listed as inhibitors. 0.18% of 360,000 active; note: % is set by controls: 0 for no effect and ±100 for the full control effect; nearly all actives have a fitted effect of over 45% in size; many of its hits are not listed in these tables
Target sequence (Q8WZA2 whole entry, looked up): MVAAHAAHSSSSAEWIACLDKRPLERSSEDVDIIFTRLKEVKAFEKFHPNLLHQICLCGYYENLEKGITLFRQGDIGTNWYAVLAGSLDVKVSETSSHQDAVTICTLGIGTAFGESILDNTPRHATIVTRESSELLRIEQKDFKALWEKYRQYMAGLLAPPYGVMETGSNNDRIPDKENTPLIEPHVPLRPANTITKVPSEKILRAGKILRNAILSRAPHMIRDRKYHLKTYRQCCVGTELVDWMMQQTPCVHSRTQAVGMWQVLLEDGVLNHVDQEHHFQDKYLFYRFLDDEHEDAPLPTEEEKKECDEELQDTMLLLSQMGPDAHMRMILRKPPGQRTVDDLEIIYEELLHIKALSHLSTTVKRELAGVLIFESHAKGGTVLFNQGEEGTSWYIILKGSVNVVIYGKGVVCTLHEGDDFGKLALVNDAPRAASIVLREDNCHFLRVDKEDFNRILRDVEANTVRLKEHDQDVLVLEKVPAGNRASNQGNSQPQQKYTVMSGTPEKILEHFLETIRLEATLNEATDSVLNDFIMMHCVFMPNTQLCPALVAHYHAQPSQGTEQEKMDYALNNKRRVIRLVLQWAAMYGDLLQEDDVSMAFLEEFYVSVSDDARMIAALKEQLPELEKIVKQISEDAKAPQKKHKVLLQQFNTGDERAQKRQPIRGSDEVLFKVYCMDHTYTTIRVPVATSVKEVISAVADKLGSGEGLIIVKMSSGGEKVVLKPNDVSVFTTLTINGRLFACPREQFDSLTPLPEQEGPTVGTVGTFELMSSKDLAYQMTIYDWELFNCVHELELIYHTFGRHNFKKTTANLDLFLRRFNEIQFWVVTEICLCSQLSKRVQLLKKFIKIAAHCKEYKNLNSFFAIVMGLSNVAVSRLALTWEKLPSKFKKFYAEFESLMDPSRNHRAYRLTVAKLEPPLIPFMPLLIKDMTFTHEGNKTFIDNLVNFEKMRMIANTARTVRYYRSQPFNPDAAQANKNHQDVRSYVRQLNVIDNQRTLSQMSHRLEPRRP
* hit, by the source's call; i = inactive; ? = inconclusive; . = not tested or not shown; & = joins results of further samples; [ ] = dose if it differs, or a comment. Calls come from the whole dose curve; as a rule, active = well fitted curve in the direction sought with a large enough effect; inconclusive = small, poorly fitted or top-dose-only effect, or another doubt; inactive = no such curve, though single readings can be large; an effect the other way counts as inactive or inconclusive. Potency is the fitted concentration of half-maximal effect.

SMILES	S2 tox	Nrf2 activator	HepG2 tox	MCF10A rerep	TGFb inhibitor	A549 tox	Nrf2 inh	ATXN2 expr inh	EPAC2 antagonist
COc1ccc(C)cc1S(=O)(=O)Nc1cc(Cl)ccc1Cl	i	0.0%	-6%	6%	-6%	-1%	.	-21%	8%
COc1cc(/C=N/O)ccc1Oc1cnccn1	i	-0.2%	3%	-5%	12%	1%	6%	0%	0%
CCOC(=O)c1ccc(-c2ccc3oc(-c4ccsc4)cc(=O)c3c2)cc1F	i	0.8%	-18%	16%	0%	-2%	12%	2%	3%
COc1cccc([C@@H]2Oc3ccc(Br)cc3C(=O)[C@H]2OC(=O)NC2CCCC2)c1	?	9.7%	-64%	?	?	?	?	-34%	1%
COc1ccc([C@H]2CC(=O)C=C(c3ccc4ncccc4c3)C2)cc1OC	?	2.3%	-1%	50%	1%	2%	-27%	-20%	-23%
Cc1ccc(-c2nc3cc(Cl)ccc3o2)cc1	i	4.7%	-1%	-12%	0%	4%	?	80%[activator]	-3%
CCC(C)N(C(=O)COc1ccc(-c2nnco2)cc1)C1CCS(=O)(=O)C1 (configuration not stated)	i	0.0%	7%	11%	24%	0%	-18%	-7%	2%
Cc1cc(NC(=O)c2sccc2C)n(-c2cccc(Cl)c2)n1	i	3.8%	-23%	12%	2%	16%	?	-6%	8%
CC(=O)Nc1cccc(NC(=S)Nc2cccc(Cl)c2C)c1	i	0.0%	-6%	0%	-11%	15%	23%	.	-5%
O=C(NCc1ccccn1)/C(=N/O)c1ccccc1	i	-0.2%	-3%	7%	?	0%	?	20%	7%
c1ccc(-n2nnnc2Oc2ccc(-n3ccnc3)cc2)cc1	i	5.5%	3%	-5%	-12%	0%	0%	-10%	6%
CCN(CC)CCN1C(=O)C(=O)/C(=C(/O)c2c(C)[nH]c(C(=O)OC)c2C)C1c1ccccc1 (configuration not stated)	i	1.5%	-17%	-158%[0.0737 µM]	0%	9%	11%	0%	-5%
COc1ccc(CNC(=O)[C@H](Cc2c[nH]c3ccccc23)NC(=O)[C@@H]2Cc3ccccc3CN2)cc1	i	-0.5%	-24%	15%	5%	-1%	8%	0%	1%
Cc1ccc(S(=O)(=O)N2CCN(C3CC4CCC3C4)CC2)cc1 (configuration not stated)	i	0.2%	-10%	15%	3%	?	-6%	5%	1%
CCOC(=O)N1CCN(Cc2ccc3ccccc3c2)CC1	i	0.3%	3%	-8%	3%	-1%	-17%	.	-1%
COc1ccc(-c2oc3ccc(-c4cc(OC)c(OC)c(OC)c4)cc3c2-c2ccc(OC)nc2)cc1	i	0.4%	10%	?	15%	11%	-10%	-8%	-3%
Cc1ccc(C)c(N2C(=N)S/C(=C\c3ccc(-c4ccccc4C(=O)O)o3)C2=O)c1	i	4.1%	-2%	18µM*	9%	-8%	-4%	4%	-14%
COc1ccc(NS(=O)(=O)c2cccc(C(=O)NCC3(N4CCCCC4)CCCCC3)c2)cc1	i	-0.6%	0%	13%	5%	1%	?	2%	-7%
FC(F)(F)c1cnc(C(c2ccccc2)c2ncn[nH]2)c(Cl)c1 (configuration not stated)	i	2.4%	7%	1%	-1%	8%	1%	-8%	-1%
COC(=O)/C(C#N)=C/c1ccc(C)o1	i	0.0%	1%	-4%	12%	15%	0%	-19%	1%
O=C(NCc1ccccc1)c1ccc2nccnc2c1	i	0.2%	3%	-2%	6%	6%	-26%	17%	1%
COc1cccc(NC(=S)N2CCN(c3ccccn3)CC2)c1	i	-0.6%	7%	-2%	9%	1%	2%	2%	4%
CN(C)CC/C=C1/c2ccccc2CS(=O)(=O)c2ccccc21	i	-1.3%	6%	5%	-6%	-5%	1%	6%	4%
Cc1cc(C=O)c(C)n1-c1ccc(Oc2ccc([N+](=O)[O-])cn2)cc1	i	-0.3%	3%	6%	4%	0%	16%	5%	0%
Cn1cccc1CC(=O)N/N=C/C(Cl)=C/c1ccccc1	i	?	-21%	0%	0%	7%	30%	39%[activator]	-21%
S=C(NCc1ccccn1)Nc1ccccc1	i	0.1%	0%	9%	-4%	-7%	-2%	27%	14%
CC1(C)CC(=O)C2=C(C1)OC(N)=C(C#N)C2c1ccc(OC(=O)N2CCOCC2)cc1 (configuration not stated)	i	2.4%	4%	4%	0%	0%	2%	4%	2%
O=C(OCC(=O)N1CCCC1=O)c1cc2ccccc2o1	i	-0.5%	-2%	-3%	-22%	0%	5%	5%	-10%
O=C(Nc1nc2ccc(S(=O)(=O)N3CCCC3)cc2s1)c1ccco1	i	13%	3%	7%	11%	6%	14%	7%	16%
COc1cccc(C2c3cc4c(cc3OC(C)(N3CCCC3)C2C)OCO4)c1O (configuration not stated)	i	0.4%	-7%	?	?	-12%	11%	3%	-8%
CCOc1ccc(CCNC(=O)C2CCCN(c3ncnc4c3nc3n4CCCCC3)C2)cc1 (configuration not stated)	i	0.0%	-8%	-1%	3%	0%	?	-4%	10%
COCCCNC(=O)CC1C[C@H](C(=O)N2CCCCC2)[C@@]2(C)c3[nH]c4ccc(OC)cc4c3CCN2C1=O (some centres not stated)	i	0.3%	-14%	1%	12%	-1%	11%	0%	16%
Nc1nc(N)c(N=O)c(OCC2CCCCC2)n1	?	-1.0%	-43%	?	-27%	-9%	7%	7%&19%	-15%
O=C(Nc1ccc2c(c1)OCCO2)c1cc(-n2cnnc2)ccc1Cl	i	-0.3%	-45%	0%	7%	0%	.	-7%	-2%
CC(=O)Nc1cc2c(cc1NC(=O)Cn1nc(-c3ccc(F)cc3)ccc1=O)OCCO2	i	0.3%	2%	13%	4%	4%	19%	-11%	-5%
Cc1cccc(Nc2nc(N)c([N+](=O)[O-])c(N3CCN(C)CC3)n2)c1	i	7.3%	1%	14%	31%	0%	5%	-10%	-11%
O=C1CC(c2ccc(Cl)cc2)n2nc(N3C(=O)CCC3=O)nc2N1 (configuration not stated)	i	0.0%	4%	15%	20%	1%	9%	-4%	0%
CC(C)(C)c1ccc(C(=O)O/N=C(\N)c2ccccn2)cc1	i	-3.7%	1%	1%	8%	-17%	?	?	-12%
O=C(NCc1ccco1)c1cc(NS(=O)(=O)c2cccc([N+](=O)[O-])c2)ccc1O	.	4.9%	7%	-32%[inhibitor]	0%	0%	-10%	-22%	-5%
CCN(CC)S(=O)(=O)c1ccc(C(=O)NCc2ccc(C)cc2)cc1	i	0.3%	-11%	-7%	-4%	-17%	2%	-2%	-8%

A second format for part of the listing above.
| smiles | S2 tox | Nrf2 activator | HepG2 tox | MCF10A rerep | TGFb inhibitor | A549 tox | Nrf2 inh | ATXN2 expr inh | EPAC2 antagonist |
| --- | --- | --- | --- | --- | --- | --- | --- | --- | --- |
| CCOc1ccc(CCNC(=O)C2CCCN(c3ncnc4c3nc3n4CCCCC3)C2)cc1 (configuration not stated) | i | 0.0% | -8% | -1% | 3% | 0% | ? | -4% | 10% |
| COCCCNC(=O)CC1C[C@H](C(=O)N2CCCCC2)[C@@]2(C)c3[nH]c4ccc(OC)cc4c3CCN2C1=O (some centres not stated) | i | 0.3% | -14% | 1% | 12% | -1% | 11% | 0% | 16% |
| Nc1nc(N)c(N=O)c(OCC2CCCCC2)n1 | ? | -1.0% | -43% | ? | -27% | -9% | 7% | 7%&19% | -15% |
| O=C(Nc1ccc2c(c1)OCCO2)c1cc(-n2cnnc2)ccc1Cl | i | -0.3% | -45% | 0% | 7% | 0% | . | -7% | -2% |
| CC(=O)Nc1cc2c(cc1NC(=O)Cn1nc(-c3ccc(F)cc3)ccc1=O)OCCO2 | i | 0.3% | 2% | 13% | 4% | 4% | 19% | -11% | -5% |
| Cc1cccc(Nc2nc(N)c([N+](=O)[O-])c(N3CCN(C)CC3)n2)c1 | i | 7.3% | 1% | 14% | 31% | 0% | 5% | -10% | -11% |
| O=C1CC(c2ccc(Cl)cc2)n2nc(N3C(=O)CCC3=O)nc2N1 (configuration not stated) | i | 0.0% | 4% | 15% | 20% | 1% | 9% | -4% | 0% |
| CC(C)(C)c1ccc(C(=O)O/N=C(\N)c2ccccn2)cc1 | i | -3.7% | 1% | 1% | 8% | -17% | ? | ? | -12% |
| O=C(NCc1ccco1)c1cc(NS(=O)(=O)c2cccc([N+](=O)[O-])c2)ccc1O | . | 4.9% | 7% | -32%[inhibitor] | 0% | 0% | -10% | -22% | -5% |
| CCN(CC)S(=O)(=O)c1ccc(C(=O)NCc2ccc(C)cc2)cc1 | i | 0.3% | -11% | -7% | -4% | -17% | 2% | -2% | -8% |

(continued)
SMILES	S2 tox	Nrf2 activator	HepG2 tox	MCF10A rerep	TGFb inhibitor	A549 tox	Nrf2 inh	ATXN2 expr inh	EPAC2 antagonist
CCOC(=O)c1c(C)[nH]c(C)c1S(=O)(=O)N1CCC(C(=O)Nc2cc(Cl)ccc2OC)CC1	i	3.2%	-11%	.	-32%	-10%	-1%	-22%	.
COc1ccc(CNc2nc3ccccc3s2)cc1OC	i	2.9%	-17%	13%	-16%	-1%	-24%	-5%	-6%
O=C(NC1CC1)c1ccc(NC(=O)C2CCCC2)cc1	i	-0.5%	3%	-10%	10%	-2%	17%	26%	1%
Cc1ccc(CNC(=O)[C@H](Cc2ccccc2)NC(=O)C2CCNCC2)cc1	i	-0.4%	2%	3%	-13%	5%	5%	22%	2%
COc1cc(OC)c(C(=O)OCC(=O)N2CCOCC2)cc1OC	i	-0.6%	-2%	0%	6%	-12%	14%	3%	2%
Cc1cc(NC(=O)CN(C)S(=O)(=O)c2ccc(-c3ccc(=O)[nH]n3)s2)ccc1Br	i	0.1%	-6%	14%	-4%	?	?	-15%	14%
CSCC[C@H](NC(=O)NCc1cccs1)C(=O)O	i	0.2%	3%	-3%	1%	0%	15%	-10%	1%
Clc1ccccc1-c1ccc(CN2CCN(c3ccccc3)CC2)o1	?	0.4%	-42%	?	-24%	-3%	8%	?	-5%
Cc1ccc(CCNc2nc3c(S(=O)(=O)c4ccccc4)nnn3c3ccsc23)cc1	.	-0.7%	3%	.	37%[activator]	5%	-2%	.	.
O=C(CSc1nnc(C2CCCCC2)o1)Nc1ccccc1Cl	i	4.3%	-24%	2%	-3%	3%	?	40%[activator]	-3%
Cc1ccc2c(Cl)cc(Cl)c(OCC(=O)NC(C)(C)C)c2n1	.	19%	-24%	19%	?	19%	?	-28%	-19%
Cc1nnc(NC2=NCCCCC2)o1	i	-0.1%	-14%	1%	24%	3%	-4%	5%	4%

These rows are one share of the data. The share of hits here may be higher or lower than overall.
